12-LOX inh – inhibitors of human 12S-lipoxygenase ALOX12 | 580,000 tested, 1.1% active | Potency, µM (top dose mostly 108 µM), inactives show at the highest dose activity change, negative = inhibition, actives largely listed as inhibitors | purified 12hLO, xylenol orange hydroperoxide absorbance | AID 1671190 | P18054; also: potency is read from the fitted curve at half-maximal effect; % is scaled to controls: 0 for no effect and ±100 for the full control effect
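Purified human 12hLO (150 nM final) in 25 mM Hepes, 0.01% Triton X-100, pH 7.0 was preincubated 15 min at room temperature with compound. Then 40 uM arachidonic acid was added, 30 min. Hydroperoxide was read by Fe-XO absorbance ratio 573/405 nm.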
JMJD2A Tudor inh – JMJD2A Tudor domain (human) inhibition; Potency, µM (titrated, usually from 114 µM), for inactives: top-dose activity change, negative = inhibition, actives largely listed as inhibitors; 390,000 tested, 4.4% active; AlphaScreen JMJD2A-Tudor / H3K4me3 peptide binding; also: potency is read from the fitted curve at half-maximal effect; % is scaled to controls: 0 for no effect and ±100 for the full control effect; nearly all actives have a fitted effect of over 50% in size
HP1b binding inh – inhibitors of HP1-beta chromodomain binding to methylated histone tails. AlphaScreen HP1-beta / biotin-H3K9me3 peptide binding. Potency, µM (highest dose often 114 µM), inactives show at the highest dose activity change, negative = inhibition, most hits filed as inhibitors. 390,000 tested, 0.56% active; also: potency is read from the fitted curve at half-maximal effect; nearly all actives have a fitted effect of over 70% in size; inactives centre near 23
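Compound inhibition of the preformed complex between 50 nM HP1-beta and 50 nM biotinylated H3K9me3 peptide was read by AlphaScreen. Buffer was PBS pH 7.4 with 0.01% Tween-20. Incubations ran 30 min at room temperature, with 10 ug/mL donor/acceptor beads.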
BAZ2B inh – BAZ2B (human) inhibition. AlphaScreen BAZ2B-H3K14Ac peptide displacement. Q9UIF8. Potency, µM (doses to about 114 µM), without a hit: top-dose activity change, negative = inhibition, actives largely listed as inhibitors. 360,000 tested, 4.4% active. AID 504333; also: potency is read from the fitted curve at half-maximal effect; % is scaled to controls: 0 for no effect and ±100 for the full control effect; nearly all actives have a fitted effect of over 60% in size
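AlphaScreen displacement of biotin-H3(5-23)K14Ac peptide (50 nM final) from BAZ2B (50 nM final) in PBS pH 7.4, 0.01% Tween-20; complex preformed 30 min RT, then compounds (top 110 uM) 30 min RT, beads 20 min dark.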
GLS inh – blocks human kidney-isoform glutaminase activity; Potency, µM (top dose mostly 45.5 µM), without a hit: at the highest dose activity change, negative = inhibition, actives largely listed as inhibitors; GLS enzymatic activity, qHTS titration; AID 624170; O94925; 410,000 tested, 0.21% active; also: potency is read from the fitted curve at half-maximal effect; % is scaled to controls: 0 for no effect and ±100 for the full control effect
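hKGA; 45 mM KH2PO4 pH 8.2 + 0.02% Tween-20; cpd via pin tool; 1 mM Gln soln; GluOx/HRP/Amplex Red; RT 30 min; fluor. t0 & final.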
G9a inh – G9a (human) methyltransferase inhibition. Q96KQ7. G9a H3K9 monomethylation, AlphaScreen, 2 h. Potency, µM (doses to about 102 µM), inactives show at the highest dose activity, negative = inhibition, actives largely listed as inhibitors. 350,000 tested, 8.8% active. AID 504332; also: potency is read from the fitted curve at half-maximal effect; % is scaled to controls: 0 for no effect and ±100 for the full control effect; nearly all actives have a fitted effect of over 75% in size
Target sequence (Q96KQ7 913-1193 limits assumed): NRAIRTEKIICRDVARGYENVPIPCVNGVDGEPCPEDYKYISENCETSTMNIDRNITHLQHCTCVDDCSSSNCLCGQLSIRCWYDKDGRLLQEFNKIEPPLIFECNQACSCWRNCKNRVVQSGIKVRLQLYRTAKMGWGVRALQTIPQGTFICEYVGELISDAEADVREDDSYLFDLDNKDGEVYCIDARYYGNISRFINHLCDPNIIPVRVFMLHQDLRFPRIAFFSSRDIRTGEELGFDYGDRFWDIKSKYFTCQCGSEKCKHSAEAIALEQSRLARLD
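AlphaScreen read-out: biotin-H3K9 peptide (500 nM) methylation by 20 nM enzyme with 20 uM SAM, 2 h at room temperature after 15 min compound preincubation; anti-monomethyl H3K9 antibody plus donor/acceptor beads, 10 min dark.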
ERG Ets-DNA blk – inhibitors of human ERG Ets domain-DNA interaction. P11308. fluorescence polarization, His-ERG Ets domain / labelled DNA. Potency, µM (doses to about 76.9 µM), for inactives: at the top dose FP activity, negative = inhibition, usual class: inhibitors. 370,000 tested, 0.028% active; active = well fitted inhibition curve with a large enough effect in the polarisation, with a control signal flat; inconclusive = small, poorly fitted or top-dose-only effect, or effect the other way, or a change in a side signal; inactive = no such curve, though single readings can be large or run the other way; the % refers to the polarisation;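 also: polarization taken with two DNA probes labelled with fluorescein and Texas red; potency is read from the fitted curve at half-maximal effect; % of control where 0% means no effect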
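His-tagged ERG Ets domain (1 uM in the protein solution; 300mM KCl, 50mM Tris-HCl, 1mM EDTA, 1mM DTT, pH 7.5) received compound, then a probe mix of 5 nM fluorescein-DNA and 100nM Texas-615-DNA. Fluorescence polarization was read for both dyes.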
PI4K2A block – blocks human PI4K2A kinase activity; purified PI4K2A, ADP-Glo luminescence, 1 h; active compounds read low; 420,000 tested, 0.13% active; Q9BTU6; activity change, negative = inhibition, % at 76.9 µM; in the data active = activity change below about -50%; inconclusive = mostly about -30% to -49%;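 also: -100% = wells without enzyme as full effect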
Target sequence (Q9BTU6 whole entry, looked up): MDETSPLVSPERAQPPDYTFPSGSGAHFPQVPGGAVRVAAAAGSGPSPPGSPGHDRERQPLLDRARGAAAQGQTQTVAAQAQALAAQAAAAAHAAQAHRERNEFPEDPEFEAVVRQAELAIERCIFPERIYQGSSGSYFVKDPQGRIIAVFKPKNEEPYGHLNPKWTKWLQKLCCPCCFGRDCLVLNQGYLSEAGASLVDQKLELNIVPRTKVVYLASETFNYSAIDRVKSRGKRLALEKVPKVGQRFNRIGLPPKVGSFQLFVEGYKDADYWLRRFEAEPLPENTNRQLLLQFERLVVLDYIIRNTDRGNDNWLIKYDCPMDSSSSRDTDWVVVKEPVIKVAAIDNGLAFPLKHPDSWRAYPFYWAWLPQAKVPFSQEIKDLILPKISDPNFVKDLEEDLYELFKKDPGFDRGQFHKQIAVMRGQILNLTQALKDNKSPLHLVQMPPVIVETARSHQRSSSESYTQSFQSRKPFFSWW
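ADP-Glo luminescence measured ADP generated by PI4K2A enzyme (4 ug/mL before mixing) with 1.2 mM PI substrate (pre-mix) and 300 microM ATP (pre-mix). Tris pH7.5 buffer with MgCl2, Triton X-100; 1 h reaction at ambient temperature.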
RGS4 inh – blocks human RGS4-accelerated GTP hydrolysis; P49798; Transcreener GDP fluorescence polarization, RGS4-accelerated GTP hydrolysis; Potency, µM (top dose mostly 114 µM), inactives show at the top dose activity change, negative = inhibition, actives largely listed as inhibitors; 390,000 tested, 0.039% active; AID 504845; also: potency is read from the fitted curve at half-maximal effect; % is scaled to controls: 0 for no effect and ±100 for the full control effect; nearly all actives have a fitted effect of over 75% in size; some results filed as inactive show a strong effect at the top dose
Target sequence (P49798 whole entry, looked up): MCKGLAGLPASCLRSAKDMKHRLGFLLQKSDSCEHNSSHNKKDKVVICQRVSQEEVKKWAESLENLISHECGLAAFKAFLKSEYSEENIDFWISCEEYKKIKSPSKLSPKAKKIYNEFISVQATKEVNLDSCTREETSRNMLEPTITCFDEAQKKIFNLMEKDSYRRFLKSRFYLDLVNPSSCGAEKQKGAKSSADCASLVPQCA
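MLSMR compounds (23 nl, pin-transferred) preincubated 10 min at room temperature with a 500nM (2x) first reagent, then RGS4 at 900nM (2x) plus Transcreener GDP mix added; fluorescence polarization (620/688 nm) read before and after 90 min at 30 °C.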
* marks the source's active call; other numbers are inactive results; ? = inconclusive; · = not tested or not shown; & = joins results of further samples; [ ] = remark or other dose. Unless noted, calls follow the shape of the dose curve; as a rule, active = well fitted curve in the direction sought with a large enough effect; inconclusive = small, poorly fitted or top-dose-only effect, or another doubt; inactive = no such curve, though single readings can be large; an effect the other way counts as inactive or inconclusive. Only part of the results is shown, so the mix of outcomes need not match the whole.

12-LOX inh	JMJD2A Tudor inh	HP1b binding inh	BAZ2B inh	GLS inh	G9a inh	ERG Ets-DNA blk	PI4K2A block	RGS4 inh	structure
-5.4%	5.4%	61.4%[activator]	4.5%	9.5%	?	-3.8%	2.2	6.2%	Cc1ccc2c(c1)-c1cc(C)nn1C(c1ccc3c(c1)OCO3)N2 (configuration not stated)
-0.6%	50.1µM*	-15.1%	·	-0.8%	·	7.9%	-2.6	-7.1%	c1ccc(-c2sc3ccccc3c2-c2ccc(OCCN3CCCC3)cc2)cc1
-9.1%	-3.1%	24.4%	-23.5%	?	?	-6.2%	3.8	-4.2%	CCC(=O)N(C)CCc1cc2c(c(OC)c1/C=N/Nc1ccc(C(=O)O)cc1)OCO2
-2.3%	?	8.6%	-21.1%	6.0%	-11.9%[59 µM]	-0.7%	-9.6	16.5%	Cc1cccc(N2CCN(C(=O)C3CCCN(S(=O)(=O)c4ccc5c(c4)oc(=O)n5C)C3)CC2)c1C (configuration not stated)
0.0%	-14.8%	-4.1%	-28.3%	-22.0%	?	4.8%	0.1	-21.0%	C=CCN=C1S/C(=C/c2ccc([N+](=O)[O-])cc2)C(=O)N1CC=C
105.7%[activator]	?	-4.9%	-35.4%	27.2%	?	1.8%	6.8	9.0%	O=C1CC(c2ccc(F)cc2)CC2=C1C(c1ccc([N+](=O)[O-])o1)Nc1ccccc1N2 (configuration not stated)
0.0%	-6.3%	30.7%	0.6%[57.1 µM]	-5.0%	?	-7.9%	5.1	-11.0%	CCN(CC)CCC(=O)Nc1ccc2c(c1)N(C(=O)CN(CC)CC)c1ccccc1CC2
-9.8%	-18.8%	-2.9%	-0.1%[57.1 µM]	4.1%	?	0.0%	0.3	1.4%	COc1ccc(-n2ncc(C(=O)N3CCN(Cc4ccccc4)CC3)c2C2CCN(C(=O)OC(C)(C)C)CC2)cc1
-0.9%	-4.0%	36.0%	-3.4%	3.8%	33.1%[59 µM]	-3.0%	-1.9	23.3%	Cc1cc(NC(=O)c2cnc3c(-c4ccccc4)c(C)nn3c2C)ccc1Br
54.0%[activator]	0.7%	23.6%	-6.4%	0.5%	6.0%	33.6%[activator]	0.8	-9.5%	CCOC(=O)NC(=O)/C(C#N)=C/c1ccc(N(C)C)cc1
-55.8%	?	?	?	8.3%	50.1µM*	2.1%	-1.7	-16.8%	COC(=O)C1CCN(C(=O)COC(=O)c2ccc3[nH]c4c(c3c2)CCCC4)CC1
1.2%	-2.4%	33.0%[activator]	3.4%	-4.4%	-5.6%[59 µM]	·	1.6	-11.6%	CSc1nnc(-c2ccc(F)cc2)o1
-5.5%	41.8%[activator]	80.2%[activator]	23.3%	0.5%	40.6%	9.7%	2.4	-12.0%	CC1Cc2ccccc2N1C(=O)COC(=O)CSc1ccc(F)cc1 (configuration not stated)
-2.3%	-12.1%	-15.8%	-3.4%	1.5%	-13.4%	-1.7%	-2.1	-1.6%	O=C(Cn1cnnn1)NCc1ccccc1
-13.7%	-15.1%	41.4%[activator]	8.7%	-3.3%	-6.0%	4.2%	-0.4	-2.7%	O=C(Nc1nc2ccccc2s1)c1ccc(OCC2CCCO2)cc1 (configuration not stated)
-15.7%	-30.1%	-22.7%	1.2%	0.6%	-12.9%[0.501 µM]	17.1%	10.1	-20.8%	COc1ccc(NC(=O)c2cc([N+](=O)[O-])ccc2N2CCN(C)CC2)cc1
-17.3%	35.5µM*	?	?	8.2%	12.6µM*	2.6%	0.6	?	COc1ccc(OC)c(CNS(=O)(=O)c2ccc3[nH]c4c(c3c2)CCCCC4)c1
7.5%	-7.6%	8.7%	-15.3%	0.2%	?	1.1%	-7.2	-5.2%	O=C(CCc1nnc(CCCc2ccccc2)o1)NCC(F)(F)F
-2.1%	-18.1%	6.4%	-11.0%	-1.0%	-8.7%	1.3%	0.9	-23.7%	CC(C)c1cc(C(=O)N2CCCC(Nc3ccc(F)c(F)c3)C2)nc(N)n1 (configuration not stated)
16.0%	-2.3%	47.5%[activator]	8.4%	-5.3%	19.8%	9.6%	5.2	-7.0%[56.9 µM]	COc1ccccc1/C=N/n1nnnc1N
10.2%	-6.1%	18.1%	-16.6%	4.3%	-1.1%	-3.9%	-2.1	18.1%[56.9 µM]	N#C/C(=N\Nc1ccc(Cl)cc1)C(=N)N1CCCCCC1
9.5%	-15.3%	4.0%	-12.7%	3.6%	·	0.5%	0.9	24.6%[11.4 µM]	CCC1Sc2ccc(S(=O)(=O)CCC(=O)N3CCc4ccccc43)cc2NC1=O (configuration not stated)
0.7%	-7.3%	39.7%[activator]	5.3%	10.9%	-4.3%	·	-2.4	0.5%	CCCCCCCOc1ccc(OC(=O)c2ccncc2)cc1
-4.2%	-12.4%	15.7%	-9.7%	11.4%	-16.1%[59 µM]	-0.7%	0.1	16.6%	COc1cccc(CNC(=O)CN2C(=O)COc3ccc(S(=O)(=O)Nc4ccccc4)cc32)c1
-22.5%	-12.3%	18.1%[57 µM]	4.5%	2.9%	1.4%[59 µM]	1.6%	-0.7	-6.1%	Nc1ncc(S(=O)(=O)NCc2ccc(Cl)cc2)cn1
4.5%	2.8%	35.7%	0.6%	9.9%	-1.9%	-4.5%	4.7	-9.4%	COc1cc(C(=O)NC(C)Cc2cccs2)cc(OC)c1OC (configuration not stated)
?	11.4%&6.9%	58.2%&57.7%[activator]	7.1%&0.6%	-12.9%&-0.5%	15.4%[59 µM]	14.9%&12.1%	3.9&-1.1	-36.4%&-10.0%	CCOC(=O)CCn1nc(-c2ccc(C)cc2)c2ccccc2c1=O
-14.4%	-17.8%	37.9%	18.9%	?	44.1%	0.9%	-22.0	-3.0%	Cc1occc1C(=O)N/N=C/c1c(O)ccc2ccccc12
-8.2%	2.8%	22.1%	-0.6%	3.8%	13.1%	10.2%	1.4	0.9%	NS(=O)(=O)c1ccc(NC(=O)c2cc(=O)c3ccccc3o2)cc1
5.7%	-2.8%	16.8%	-15.5%	9.7%	-6.2%	-2.5%	0.8	-19.6%	Nc1ccc(CN2CCOCC2)cc1
0.8%	-13.8%	40.7%[activator]	-5.9%	-2.4%	9.5%	-17.6%	1.1	1.5%	O=C(CN1C(=O)c2ccccc2S1(=O)=O)NC1CC2CCC1C2 (configuration not stated)
-5.3%	9.5%	24.3%	4.0%	·	-6.6%[59 µM]	-4.9%	-1.5	-10.4%	Cc1ccc(S(=O)(=O)C(CCC(=O)c2ccc(Cl)cc2)C(N)=O)cc1 (configuration not stated)

3 compounds already listed, sorted by the number in GLS inh, rising:
12-LOX inh	JMJD2A Tudor inh	HP1b binding inh	BAZ2B inh	GLS inh	G9a inh	ERG Ets-DNA blk	PI4K2A block	RGS4 inh	structure
-22.5%	-12.3%	18.1%[57 µM]	4.5%	2.9%	1.4%[59 µM]	1.6%	-0.7	-6.1%	Nc1ncc(S(=O)(=O)NCc2ccc(Cl)cc2)cn1
-8.2%	2.8%	22.1%	-0.6%	3.8%	13.1%	10.2%	1.4	0.9%	NS(=O)(=O)c1ccc(NC(=O)c2cc(=O)c3ccccc3o2)cc1
4.5%	2.8%	35.7%	0.6%	9.9%	-1.9%	-4.5%	4.7	-9.4%	COc1cc(C(=O)NC(C)Cc2cccs2)cc(OC)c1OC (configuration not stated)

Continued:
12-LOX inh	JMJD2A Tudor inh	HP1b binding inh	BAZ2B inh	GLS inh	G9a inh	ERG Ets-DNA blk	PI4K2A block	RGS4 inh	structure
-16.1%	?	-6.5%	·	-5.7%	·	-4.8%	-2.8	-19.1%	COc1cc(/C=C/C(=O)OCC(=O)NC(=O)NCc2ccco2)ccc1OC(F)F
-21.0%	3.4%	23.6%	8.7%	8.3%	-29.8%	-18.0%	2.9	20.5%	COc1ccc(CNC(=O)C2CCN(S(=O)(=O)c3cccc(C(F)(F)F)c3)CC2)cc1
?	-13.2%	28.1%	2.2%	0.5%	-19.8%	-6.7%	-1.7	14.7%	O=S(=O)(Nc1ncn[nH]1)c1ccc(Cl)cc1
-4.5%	-5.1%	19.6%	-8.3%	16.2%	6.5%[59 µM]	9.9%	-2.0	28.6%	Cc1cccc(NC(=O)CNC(=O)N2CC(=O)Nc3ccccc32)c1C
-23.9%	-7.2%	11.6%	-4.2%	5.4%	16.6%[59 µM]	-10.7%	0.6	-13.6%	CC(NC(=O)c1ccc(-c2cc(C(F)(F)F)ccc2Cl)o1)c1ccccc1 (configuration not stated)
-4.1%	-15.0%	32.7%	-0.2%	-1.5%	-34.5%[59 µM]	0.0%	-4.9	12.5%	CCOc1ccc(-c2cc3c(=O)n(Cc4nc(-c5ccc(OC(C)C)cc5)oc4C)ccn3n2)cc1Cl
-6.2%	-5.6%	43.6%[activator]	-2.8%	-5.8%	1.5%[59 µM]	-5.0%	0.8	2.1%	Cc1ccc(OCC(=O)N(Cc2ccco2)c2ccccn2)cc1
·	-19.7%	19.2%	·	·	·	·	3.0	6.4%	Cc1cc(C)cc(S(=O)(=O)N2CCN(c3nc(-c4cccs4)nc4ccccc34)CC2)c1

Assay outcomes deposited in PubChem BioAssay by National Center for Advancing Translational Sciences (NCATS).
